Avidin bead fluor = compound fluoresces at 488/530 nm on avidin beads; compound fluorescence 488/530 nm, flow cytometry; stronger effect = higher value; fluorescence (KMESF) at 10 µM; 220,000 tested, 0.38% active; in the data active means fluorescence above about 47; further: inactives centre near 10
Rac1 wt GTP bind = modulators of human Rac1 wildtype GTP binding; GTP binding activity (% of control), % at 10 µM; GST-Rac1 beads, fluorescent GTP binding, flow cytometry; actives lie on both sides; 0 = cold GTP competed, 100 = untreated; AID 757; 190,000 tested, 0.27% active; P63000;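 active means GTP binding activity at least 20 points away from the 100% control level, either lower or higher; inconclusive means compound flagged as likely green fluorescent, judged across all proteins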
Mcl1-Bid inh = disrupts binding of human Mcl-1 to Bid peptide; TR-FRET Mcl-1/Bid-Dy647 peptide binding, 1536-well; inhibition, % at 21.7 µM; 220,000 tested, 0.97% active;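 active means compounds that cut the binding signal by more than half at the single screening dose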;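 further: His-tagged Mcl-1 with europium anti-His antibody binding Bid BH3 peptide; 0% = Mcl-1 plus peptide wells and 100% = peptide-only wells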
Target sequence (Q07820 whole entry, looked up): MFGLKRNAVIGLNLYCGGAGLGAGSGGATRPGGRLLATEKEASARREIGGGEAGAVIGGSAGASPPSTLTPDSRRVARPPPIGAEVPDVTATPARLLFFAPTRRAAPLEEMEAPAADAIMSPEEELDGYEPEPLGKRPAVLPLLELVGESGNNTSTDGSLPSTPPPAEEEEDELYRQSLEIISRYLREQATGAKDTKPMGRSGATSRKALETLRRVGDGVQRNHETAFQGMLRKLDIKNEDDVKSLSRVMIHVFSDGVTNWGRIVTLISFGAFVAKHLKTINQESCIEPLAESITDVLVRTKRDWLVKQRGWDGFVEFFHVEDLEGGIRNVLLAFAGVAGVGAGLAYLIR
Bim-Mcl-1 = disrupts Bim peptide binding to human Mcl-1. Bead-based flow cytometry, Bim peptide-Mcl-1 binding. inhibition, % at 10 µM. 190,000 tested, 0.1% active; in the data active means inhibition above about 40%;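 further: 0% = no compound tracer wells and 100% = peptide blocker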
Mcl1-Noxa inh = Mcl-1/Noxa interaction inhibition. Q07820. TR-FRET Mcl-1/Noxa peptide binding, 2 h. inhibition, % at 21.7 µM. 220,000 tested, 1.5% active;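 active means compounds that cut the protein-peptide binding signal by more than 50% relative to plate controls in a single-dose test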;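 further: His-tagged Mcl-1 with rhodamine Noxa BH3 peptide and terbium anti-His antibody; 0% = Mcl-1 plus Noxa peptide wells and 100% = peptide-only wells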
HRas wt GTP bind = modulators of GTP binding to human HRas wildtype | P01112 | GST-Ras wt beads, Bodipy-FL-GTP binding, flow cytometry; actives lie on both sides | GTP binding activity, % at 10 µM | 190,000 tested, 0.14% active | AID 759;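 active means GTP binding activity at least 20% away from the 100% baseline, either lowered as inhibitor or raised as activator; inconclusive means flagged as likely green fluorescent, judged across all proteins in the well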;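 further: 0% = unlabeled GTP competition control and 100% = no-compound control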
Target sequence (P01112 whole entry, looked up): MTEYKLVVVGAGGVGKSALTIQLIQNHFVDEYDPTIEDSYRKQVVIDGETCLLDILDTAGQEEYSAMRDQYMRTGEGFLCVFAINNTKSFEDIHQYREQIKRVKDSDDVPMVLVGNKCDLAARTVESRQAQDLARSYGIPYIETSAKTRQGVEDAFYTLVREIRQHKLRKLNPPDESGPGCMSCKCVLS
Rab2A wt mod = changes GTP binding to wildtype dog Rab2A, up or down; AID 760; 190,000 tested, 0.19% active; P61105; GST-Rab2 wt beads, Bodipy-GTP binding, flow cytometry; GTP binding activity, % at 10 µM;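 active means GTP binding activity at least 20 points away from 100%, either lowered or raised; inconclusive means signal likely due to the compound's own green fluorescence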;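 further: 0% = beads with excess unlabeled GTP and 100% = no-compound control corrected for plate trend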
Rac1 mut GTP = human Rac1 activated mutant GTP binding change. 190,000 tested, 0.11% active. percent activity (GTP binding), % at 10 µM. GST-Rac1 activated beads, fluorescent GTP binding, flow cytometry; actives lie on both sides; 100% means binding = to untreated wells. P63000;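 active means GTP binding at least 20 percentage points away from the 100% baseline, in either direction, so actives lie on both sides; inconclusive means Compound likely fluorescent itself, or too few beads counted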
Pf gametocyte = kills late stage P. falciparum gametocytes; 150,000 tested, 0.065% active; inhibition, % at 10.9 µM; AID 743093; P. falciparum stage V gametocytes, ATP luminescence, 24 h;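 active means inhibition above the mean plus 3 SD of compounds within the control limits, set per campaign, cut at about 38% in these data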;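 further: 0% = DMSO wells and 100% = medium only without gametocytes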
Rab7 wt GTP bind = alters GTP binding to wildtype dog Rab7; GTP binding activity (percent of control), % at 10 µM; 190,000 tested, 0.055% active; GST-Rab7 beads, fluorescent GTP binding, flow cytometry; actives lie on both sides; untreated = 100%, excess cold GTP = 0%;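 active means fluorescent GTP binding to Rab7 beads changed by at least 20 points from the 100% baseline, either direction, mostly lower; inconclusive means compound itself probably fluorescent, or too few beads counted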;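 further: median green fluorescence of bound Bodipy-FL-GTP per Rab7 bead population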
Cdc42 wt GTP = changes GTP binding to wildtype human Cdc42. P60953. GST-Cdc42 beads, Bodipy-GTP binding, flow cytometry; actives lie on both sides. percent activity (GTP binding), % at 10 µM. 190,000 tested, 0.2% active;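 active means percent activity GTP binding at least 20 points away from the 100% baseline, either down as inhibitor or up as activator; inconclusive means compound flagged as likely green fluorescent from well-wide comparison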;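 further: median bead fluorescence of bound Bodipy-FL-GTP at 100 nM; 0% = excess unlabeled GTP control and 100% = no compound control; below 100% means less GTP binding so inhibitor and above means activator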
Target sequence (P60953 whole entry, looked up): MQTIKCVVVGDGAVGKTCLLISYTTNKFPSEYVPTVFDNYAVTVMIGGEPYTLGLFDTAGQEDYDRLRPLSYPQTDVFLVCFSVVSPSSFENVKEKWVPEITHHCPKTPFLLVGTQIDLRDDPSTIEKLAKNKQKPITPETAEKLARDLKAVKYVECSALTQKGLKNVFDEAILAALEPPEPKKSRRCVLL
An asterisk follows results filed as active; ? = inconclusive; / = no result given; [ ] = another dose, or the depositor's remark.

SMILES | Avidin bead fluor | Rac1 wt GTP bind | Mcl1-Bid inh | Bim-Mcl-1 | Mcl1-Noxa inh | HRas wt GTP bind | Rab2A wt mod | Rac1 mut GTP | Pf gametocyte | Rab7 wt GTP bind | Cdc42 wt GTP
COc1ccc(C(C(=O)NCc2ccccc2)N(Cc2cccs2)C(=O)c2cnccn2)cc1 (centres undefined) | 14 | 105 | 2 | -3 | 19 | 101 | 100 | 102 | -4 | 96 | 103
Cc1cc(C)nc(Nc2nc(=O)c3ccccc3s2)n1 | 5 | 165*[activator] | -13 | -10 | 1 | 110 | 117 | 114 | / | 104 | 135*[activator]
O=C(CN(c1ccccc1)S(=O)(=O)c1ccccc1[N+](=O)[O-])Nc1ccccc1C(=O)N1CCOCC1 | 9 | 93 | -28 | -2 | 2 | 93 | 100 | 93 | -12 | 100 | 95
COc1cc(OC)nc(NC(=O)NS(=O)(=O)c2ccc(OC(F)(F)F)cc2)n1 | 34 | 103 | -39 | -2 | 12 | 101 | 99 | 99 | -4 | 99 | 102
O=S(=O)(c1ccc(Cl)c2ccccc12)N1CCCC1 | 26 | 98 | -7 | -4 | 4 | 92 | 95 | 93 | 13 | 93 | 94
c1ccc2c(NCC3CCCO3)nc(N3CCOCC3)nc2c1 (centres undefined) | 6 | 99 | 2 | 0 | 19 | 95 | 95 | 96 | 20 | 97 | 94
CCOc1ccc2nc(N3CCOCC3)nc(C)c2c1 | 7 | 107 | -8 | 0 | -1 | 104 | 102 | 101 | -34 | 104 | 106
O=C(CSc1nnc(NC2CCCCC2)s1)Nc1ccc2c(c1)C(=O)c1ccccc1C2=O | 9 | 83 | -12 | 5 | 47 | 85 | 81 | 93 | 4 | 94 | 84
Cc1cnc(NC(=O)CSc2nc3ccccc3c(=O)[nH]2)s1 | 33 | 105 | 1 | -5 | 26 | 101 | 100 | 98 | -5 | 102 | 101
CCOC(=O)C(=NC1CCS(=O)(=O)C1)NNc1ccc(Br)cc1 (centres undefined) | 21 | 95 | -16 | -2 | -3 | 97 | 97 | 96 | 2 | 96 | 97
Cc1ccnc(NC(=O)c2sc3cc(Cl)ccc3c2Cl)c1 | 22 | 101 | 26 | -1 | -1 | 96 | 99 | 99 | / | 99 | 98
O=C(c1ccccc1)[C@H]1[C@H](c2ccccc2)[C@@]2(N=C(c3ccccc3)OC2=O)C2c3ccccc3C=NN21 (some centres undefined) | 5 | 97 | -64 | -4 | -12 | 96 | 94 | 94 | / | 95 | 95
CC(C)CCN1C(=O)c2ccc(-c3nc4ccccc4c(=O)o3)cc2C1=O | 20 | 96 | -14 | 0 | 5 | 96 | 98 | 94 | / | 99 | 93
CC1CN(C(=O)COC(=O)c2ccc(Cl)c(S(=O)(=O)N3CCCCC3)c2)CC(C)O1 (centres undefined) | 8 | 100 | -33 | 0 | -9 | 98 | 100 | 98 | -6 | 105 | 98
COc1ccccc1NS(=O)(=O)c1cccc(NC(=O)c2nc3nc(C)cc(C)n3n2)c1 | 22 | 103 | -10 | -1 | 2 | 101 | 100 | 97 | -7 | 101 | 106
Cc1ccc(S(=O)(=O)N2CCOCC2)cc1NC(=O)Cn1cc(C(F)(F)F)cc(Cl)c1=O | 5 | 100 | -7 | -4 | 15 | 100 | 99 | 97 | / | 99 | 97
O=C(NCC(c1cccnc1)N1CCOCC1)C1CCCCC1 (centres undefined) | 35 | 108 | -11 | -10 | 16 | 101 | 103 | 100 | / | 96 | 106
CC1Cc2ccccc2N1C(=O)CCNS(=O)(=O)c1ccc2c(c1)CCC(=O)N2 (centres undefined) | 35 | 102 | -6 | -2 | -5 | 97 | 96 | 97 | / | 97 | 103
CCOC(=O)c1ccccc1NCN1C(=O)CSC1=O | 7 | 101 | -7 | 3 | 3 | 100 | 100 | 101 | / | 99 | 102
Cc1ccc(NC(=S)N(CCN(C)C)Cc2cc3cc(C)cc(C)c3[nH]c2=O)cc1 | 12 | 101 | -18 | 14 | 3 | 101 | 99 | 100 | -6 | 99 | 97
COc1ccc2c(Cl)c(-c3nnco3)sc2c1 | 19 | ? | 11 | -1 | 32 | ? | ? | ? | / | ? | ?
COCCNC(=O)COc1ccc(Nc2ccccc2)cc1 | 12 | 99 | -11 | -8 | 1 | 94 | 95 | 97 | -25 | 96 | 96
O=[N+]([O-])c1ccc(NC(=S)NCc2ccncc2)cc1 | 8 | 98 | -10 | 0 | 11 | 95 | 99 | 99 | 7 | 109 | 99
O=C(NCc1ccco1)c1ccc(S(=O)(=O)N2CCCc3ccccc32)cc1 | 0 | 98 | 10 | -1 | 28 | 100 | 98 | 97 | / | 100 | 98
COc1ccc(Cl)cc1NC(=O)CNc1ccccc1N1CCOCC1 | 11 | 100 | -28 | -2 | -15 | 94 | 98 | 96 | 10 | 105 | 96

Nine compounds out of the list, arranged by count of non-hydrogen atoms, rising:
SMILES | Avidin bead fluor | Rac1 wt GTP bind | Mcl1-Bid inh | Bim-Mcl-1 | Mcl1-Noxa inh | HRas wt GTP bind | Rab2A wt mod | Rac1 mut GTP | Pf gametocyte | Rab7 wt GTP bind | Cdc42 wt GTP
Cc1cc(C)nc(Nc2nc(=O)c3ccccc3s2)n1 | 5 | 165*[activator] | -13 | -10 | 1 | 110 | 117 | 114 | / | 104 | 135*[activator]
Cc1ccnc(NC(=O)c2sc3cc(Cl)ccc3c2Cl)c1 | 22 | 101 | 26 | -1 | -1 | 96 | 99 | 99 | / | 99 | 98
COCCNC(=O)COc1ccc(Nc2ccccc2)cc1 | 12 | 99 | -11 | -8 | 1 | 94 | 95 | 97 | -25 | 96 | 96
c1ccc2c(NCC3CCCO3)nc(N3CCOCC3)nc2c1 (centres undefined) | 6 | 99 | 2 | 0 | 19 | 95 | 95 | 96 | 20 | 97 | 94
COc1ccc(Cl)cc1NC(=O)CNc1ccccc1N1CCOCC1 | 11 | 100 | -28 | -2 | -15 | 94 | 98 | 96 | 10 | 105 | 96
COc1cc(OC)nc(NC(=O)NS(=O)(=O)c2ccc(OC(F)(F)F)cc2)n1 | 34 | 103 | -39 | -2 | 12 | 101 | 99 | 99 | -4 | 99 | 102
CC1CN(C(=O)COC(=O)c2ccc(Cl)c(S(=O)(=O)N3CCCCC3)c2)CC(C)O1 (centres undefined) | 8 | 100 | -33 | 0 | -9 | 98 | 100 | 98 | -6 | 105 | 98
Cc1ccc(S(=O)(=O)N2CCOCC2)cc1NC(=O)Cn1cc(C(F)(F)F)cc(Cl)c1=O | 5 | 100 | -7 | -4 | 15 | 100 | 99 | 97 | / | 99 | 97
O=C(c1ccccc1)[C@H]1[C@H](c2ccccc2)[C@@]2(N=C(c3ccccc3)OC2=O)C2c3ccccc3C=NN21 (some centres undefined) | 5 | 97 | -64 | -4 | -12 | 96 | 94 | 94 | / | 95 | 95

Going on with the list.
SMILES | Avidin bead fluor | Rac1 wt GTP bind | Mcl1-Bid inh | Bim-Mcl-1 | Mcl1-Noxa inh | HRas wt GTP bind | Rab2A wt mod | Rac1 mut GTP | Pf gametocyte | Rab7 wt GTP bind | Cdc42 wt GTP
CCOC(=O)Cc1nnc(NC(=O)c2ccccc2OCC)s1 | 21 | 105 | -11 | 3 | -19 | 104 | 93 | 94 | / | 100 | 101
Cc1ccc(C)c(NC(=O)CS(=O)(=O)c2cccc3nsnc23)c1 | 7 | 94 | -20 | -1 | -1 | 96 | 97 | 95 | -12 | 98 | 95
Cc1cccc(C)c1OCc1nnc(SCC(=O)Nc2cccc(C(=O)N3CCOCC3)c2)n1C | 3 | 100 | -8 | -5 | 1 | 98 | 98 | 100 | -1 | 99 | 98
O=C(CC(C(=O)O)c1ccccc1)Nc1ccccc1 (centres undefined) | 10 | 105 | -39 | 2 | 0 | 102 | 101 | 100 | / | 99 | 100
CC(=O)N(C(C)=O)N1C(=O)c2cccc3c(N4CCOCC4)ccc(c23)C1=O | 24 | 95 | -2 | -2 | 3 | 96 | 96 | 95 | -1 | 97 | 95
COC(=O)c1cc(Cl)c(NC(=O)c2ccco2)cc1OC | 13 | 93 | 1 | -2 | 28 | 95 | 95 | 92 | / | 96 | 96
CSc1ncccc1C(=O)OCC(=O)c1ccc(Br)s1 | 24 | 99 | 2 | -2 | -6 | 96 | 94 | 94 | 6 | 94 | 96
COCON1C(=O)CN(C(C)=O)C1c1ccc(Cl)cc1Cl (centres undefined) | 6 | 101 | 19 | 0 | 1 | 102 | 102 | 100 | -49 | 102 | 100
Cc1ccc(N/C(CSC(N)=O)=N/S(=O)(=O)c2ccccc2)cc1 | 1 | 101 | -30 | 0 | 10 | 100 | 100 | 100 | / | 96 | 99
CC(C)(C)c1csc(NC(=O)CSc2nc3ccccc3c(=O)[nH]2)n1 | 21 | 93 | -6 | -1 | 21 | 93 | 95 | 93 | / | 94 | 94
Cc1cc(C)n(C(=O)CNC(=O)/C=C/c2ccccc2)n1 | 11 | 101 | -9 | -1 | 5 | 97 | 97 | 95 | -8 | 102 | 95
CC(C)Cn1cnc2c1c(=O)n(CC(=O)Nc1ccc3c(c1)OCO3)c(=O)n2Cc1ccccc1 | 36 | 99 | -6 | 2 | -9 | 99 | 99 | 99 | / | 101 | 101
Cc1nn2c(-c3ccccc3)c(-c3ccccc3)nc2[nH]c1=O | 12 | 106 | -48 | -3 | 2 | 102 | 98 | 100 | -31 | 97 | 103
CN(C)CCSc1nnc2[nH]c3ccccc3c2n1 | 11 | 99 | -23 | 3 | 10 | 99 | 101 | 98 | / | 98 | 102
COc1cccc(NC(=O)Cn2cc3c(n2)CCCCC3)c1 | 7 | 99 | -17 | 1 | -4 | 99 | 98 | 97 | / | 97 | 100
CS(=O)(=O)N1CCN(C(=O)C(Sc2ccccc2)c2ccccc2)CC1 (centres undefined) | 32 | 97 | -10 | 0 | 2 | 99 | 92 | 94 | / | 92 | 99
COc1ccc(CNCC(=O)Nc2sccc2C#N)cc1 | 10 | 101 | 28 | -4 | 53* | 98 | 98 | 98 | -29 | 95 | 99
Cc1nc(-c2ccc(NS(=O)(=O)c3ccccc3)cc2)cs1 | 12 | 100 | -1 | -1 | 28 | 97 | 93 | 97 | -3 | 102 | 94
CC(c1ccco1)N(C(=O)COc1ccc(Cl)cc1Cl)c1ccccn1 (centres undefined) | 7 | 94 | -39 | 0 | -3 | 96 | 93 | 93 | 20 | 94 | 94
COc1cccc(CNCCO)c1OCc1ccccc1Cl | 12 | 99 | -19 | 4 | 4 | 99 | 99 | 101 | / | 96 | 101
N#Cc1cccc(N=c2ssnc2Cl)c1 | 6 | 103 | -9 | -2 | 13 | 100 | 96 | 100 | -19 | 94 | 99
Cc1cc2c3c(c1)C1(C(=O)N3C(C)(C)CC2C)C(C#N)=C(N)Oc2n[nH]c(C)c21 (centres undefined) | 18 | 93 | -7 | -1 | 16 | 98 | 95 | 93 | 5 | 94 | 94

Screening data from PubChem.
